From PubChem BioAssay
S1P2 ag = activates the human S1P2 receptor. O95136. S1P2-expressing cell line, agonist reporter read-out. activation, % at 4.5 µM. 0.46% of 97,000 active. AID 729; in the data active = activation above about 16%;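 also: 0% = vehicle low control and 100% = maximal reference agonist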
LYP act = increases human PTPN22 phosphatase activity | activation, % at 2 µM | recombinant LYP, DiFMUP fluorescence; 0 = plate median, 100 = signal doubled | Q9Y2R2 | 0.11% of 96,000 active;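 active = activation at 2 µM above a set limit, the mean plus 5 SD, cut at about 37% in these data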
Target sequence (Q9Y2R2 whole entry, looked up): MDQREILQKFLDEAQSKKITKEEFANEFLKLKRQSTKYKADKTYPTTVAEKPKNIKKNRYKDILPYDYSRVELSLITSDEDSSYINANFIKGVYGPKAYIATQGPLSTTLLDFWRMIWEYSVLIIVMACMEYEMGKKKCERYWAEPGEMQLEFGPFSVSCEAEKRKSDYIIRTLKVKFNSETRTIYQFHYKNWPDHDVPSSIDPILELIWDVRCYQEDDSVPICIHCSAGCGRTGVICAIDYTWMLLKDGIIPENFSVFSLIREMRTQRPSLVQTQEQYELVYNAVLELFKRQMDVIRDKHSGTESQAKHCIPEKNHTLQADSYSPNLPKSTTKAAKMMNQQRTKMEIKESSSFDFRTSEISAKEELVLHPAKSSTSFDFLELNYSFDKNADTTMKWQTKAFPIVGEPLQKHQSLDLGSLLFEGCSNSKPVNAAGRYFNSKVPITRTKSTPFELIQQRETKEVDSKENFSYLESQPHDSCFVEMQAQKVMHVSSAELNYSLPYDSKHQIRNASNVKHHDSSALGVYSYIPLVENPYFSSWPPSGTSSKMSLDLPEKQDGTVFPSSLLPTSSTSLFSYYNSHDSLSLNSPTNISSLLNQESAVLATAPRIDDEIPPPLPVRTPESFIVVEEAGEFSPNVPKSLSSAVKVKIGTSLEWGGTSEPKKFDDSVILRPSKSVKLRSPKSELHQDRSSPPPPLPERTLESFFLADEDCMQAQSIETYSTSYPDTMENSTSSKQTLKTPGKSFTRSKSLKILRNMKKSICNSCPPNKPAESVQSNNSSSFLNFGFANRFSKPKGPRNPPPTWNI
S1P2 antag = antagonists of human S1P2 receptor. 0.21% of 97,000 active. cell-based S1P2 antagonist assay, inhibition at 5 uM. inhibition, % at 5 µM; in the data active = inhibition above about 45%;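 also: CRE beta-lactamase reporter cells expressing human S1P2 stimulated with S1P; 0% = agonist at EC80 alone and 100% = agonist plus reference antagonist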
PostGolgi ctrl = yeast control strain growth, post-Golgi counter-screen; efflux-deficient yeast background strain, growth absorbance A615, 16 h; 5% of 98,000 active; inhibition, % at 10 µM
PTPN22 inh 2 = inhibitors of human LYP (PTPN22) phosphatase; Q9Y2R2; recombinant LYP catalytic domain, DiFMUP fluorescence; inhibition, % at 2 µM; 0.21% of 96,000 active; AID 640;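 active = inhibition at 2 µM at or above a set limit, the screen mean plus 3 SD, cut at about 24% in these data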;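 also: 0% = DMSO with enzyme and 100% = enzyme fully blocked by orthovanadate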
FAK inh = blocks human focal adhesion kinase activity; Q05397; biochemical FAK kinase activity assay; inhibition, %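 (tested at 7 µM)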; 0.84% of 97,000 active; in the data active = inhibition above about 19%;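 also: 0% = DMSO and 100% = reference compound high control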
PostGolgi yeast = growth inhibition of a yeast mutant, post-Golgi transport screen; post-Golgi transport phenotypic cell assay; inhibition, % at 10 µM; 0.9% of 98,000 active; AID 739;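 also: yeast cells grown in 1536-well plates; yeast grown about 18 h at 30C before absorbance read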
HIV Rev-RRE inh = HIV Rev-RRE protein-RNA interaction inhibition; P05866; Rev peptide-RRE RNA binding, FRET; inhibition, % at 8 µM; 0.79% of 97,000 active;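 active = inhibition above the screen-wide mean plus 3 SD, cut at about 35% in these data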;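 also: 0% = median DMSO wells and 100% = median Neomycin B control wells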
Target sequence (P05866 whole entry, looked up): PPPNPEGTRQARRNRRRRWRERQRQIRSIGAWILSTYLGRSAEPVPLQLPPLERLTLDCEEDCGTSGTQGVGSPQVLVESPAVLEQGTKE
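assay system = Cy5-tagged RRE RNA duplex with fluorescein-tagged Rev peptide | incubation = 5 + 15 min at 25 °C | also added = labelled Rev peptide | measure = % inhibition of FRET ratio versus controls | benchmarks = DMSO wells as 0% and neomycin B wells as 100% inhibition | measured by = FRET fluorescence readout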
EphB4 ephrin blk = antagonists of human EphB4-ephrin-B2 interaction; 0.15% of 97,000 active; AID 720; EphB4 LBD / TNYL-RAW-Alexa532 peptide, fluorescence polarization; inhibition, % at 7 µM; P54760;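 active = inhibition above the screen-wide mean inhibition plus 3 SD, cut at about 15% in these data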;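 also: 0% = DMSO wells and 100% = excess unlabeled TNYL-RAW peptide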
* hit, by the source's call; / = no result given. Rule as the data show it, unless noted: active = inhibition above about 30%; inactive = the rest.

SMILES | S1P2 ag | LYP act | S1P2 antag | PostGolgi ctrl | PTPN22 inh 2 | FAK inh | PostGolgi yeast | HIV Rev-RRE inh | EphB4 ephrin blk
Cc1occc1-c1nnc(SCC(=O)NC2CCCC2)n1-c1ccccc1 | -5 | -1 | -2 | / | -4 | 4 | / | 6 | 2
Clc1ccc(SCc2cc(-c3ccccc3)on2)cc1 | -5 | 3 | 12 | 0 | 1 | -9 | 3 | 5 | 3
O=C(NCC(=O)N(c1ccccc1)C(C(=O)NCC1CCCO1)c1ccccc1)c1ccco1 (stereo not drawn) | -3 | -2 | 18 | 9 | 1 | 6 | -1 | 6 | 6
CCn1c(-c2ccco2)nc2ccccc21 | -4 | -8 | 7 | 0 | 8 | 0 | -4 | 5 | -6
Cc1cccc(NC(=O)Cn2c(=O)n(CCC(=O)NC3CCCC3)c(=O)c3ccccc32)c1 | -6 | -6 | -8 | 17 | 9 | 0 | 5 | 6 | -5
COc1ccccc1-c1nc(-c2ccncc2)no1 | -3 | 2 | -11 | 9 | -4 | -1 | 0 | 0 | -7
c1ccc(-c2cc3c(-n4cccc4)ncnc3o2)cc1 | -1 | 2 | 2 | -11 | -1 | 15 | 9 | 10 | 1
O=c1cc(N2CCN(Cc3ccccc3)CC2)[nH]c(=O)n1-c1ccc(Br)cc1 | -4 | 2 | 0 | 2 | -3 | 4 | -11 | 2 | -7
CC(C)CCNC(=O)NC(=O)CSc1nnc(COc2ccccc2Cl)o1 | -8 | -2 | 11 | 26 | 8 | 7 | -1 | 9 | 4
COc1ccc(C2(CNC(=O)c3ccc(Br)o3)CCOCC2)cc1 | -5 | 0 | 6 | 3 | 0 | -3 | -3 | -3 | 0
COc1ccc(NC(=O)C2CCCN(S(=O)(=O)c3ccc4c(c3)oc(=O)n4C)C2)cc1OC (stereo not drawn) | -10 | -5 | 11 | 10 | 4 | 3 | -8 | 4 | 4
Cc1ccc(C(=O)O)cc1S(=O)(=O)N1CCSCC1 | -3 | -7 | 6 | -5 | 6 | -2 | 1 | 9 | 4
Cc1cccc(NC(=O)c2ccccc2OCC(=O)c2ccccc2)c1 | -3 | 2 | -2 | 30* | -5 | -3 | -4 | -3 | -6
Cc1cc(C(=O)OCC(=O)N2CCN(c3ccccc3)CC2)c2ccccc2n1 | -6 | 16 | 16 | 1 | -18 | 2 | 12 | 7 | 3
CCn1c2ccccc2c2nnc(SCC(=O)OCN3C(=O)c4ccccc4C3=O)nc21 | -9 | -2 | 1 | 2 | 0 | -6 | 6 | 0 | 2
COc1ccc(OC)c(-c2cc(C(=O)NCc3cccs3)no2)c1 | -8 | -11 | -7 | -2 | 6 | -1 | 0 | 10 | 5
O=C(CSc1nc(-c2ccco2)cc(C(F)(F)F)n1)Nc1cccnc1 | 0 | -2 | -26 | 1 | 2 | 3 | -10 | 11 | 1
COc1cc2c(cc1OC)C(C(=O)N1CCOCC1)C(c1cccs1)N(C)C2=O (stereo not drawn) | -5 | 7 | 13 | 5 | -6 | 1 | -1 | -1 | 1
O=C(Nc1ccccc1)c1ccc(N2CCN(c3ccccn3)CC2)c(S(=O)(=O)N2CCOCC2)c1 | -4 | 5 | 29 | 2 | -2 | -2 | 10 | 10 | 0
COc1ccc(/C=N/n2c(SC)nnc(C(C)(C)C)c2=O)cc1 | -2 | 0 | 2 | 8 | 1 | 0 | -1 | 3 | -3
O=C(CCCCn1c(=O)[nH]c2ccsc2c1=O)NCc1cccnc1 | -4 | -6 | 21 | 10 | 1 | 1 | 3 | 3 | 0
C=CCSc1nnc2c(n1)OC=Nc1ccc(Br)cc1-2 | -4 | -3 | 6 | 4 | 4 | 3 | 13 | 8 | 4
CCOc1ccc(C(=O)CN2CCN(S(=O)(=O)c3ccc(OC)cc3)CC2)cc1 | -9 | 0 | 4 | 3 | 3 | 2 | 21 | 10 | -2
Cc1cc(CN2CCN(CCC#N)CC2)c(O)c(C2(C)CCCCC2)c1 | 1 | 4 | -19 | 59* | -5 | 1 | -2 | 9 | -3
CC1CCN(C(=O)CSc2nc3cccnc3n2C)CC1 | 0 | 4 | 10 | 13 | -6 | 5 | -11 | 7 | 3
CC(=O)/C=C1/SC(CC(=O)O)C(=O)N1c1ccccc1 (stereo not drawn) | -4 | -3 | -2 | / | 4 | 0 | / | 4 | -4
CCOC(=O)C(C)Oc1cccc2c(=O)n(CC(=O)N3CCN(C(=O)OCC)CC3)ccc12 (stereo not drawn) | -4 | 1 | -2 | 19 | -2 | 1 | 0 | -1 | -1
Cc1c(CCO)c(=O)n(-c2ccccc2)n1S(=O)(=O)c1ccc(Cl)cc1 | -1 | 6 | -16 | -3 | -9 | 0 | -6 | 6 | 0
COc1ccc2nc(SCC(=O)N3CCN(c4ccc(F)cc4)CC3)c(C#N)cc2c1 | -3 | 5 | -17 | / | -5 | -2 | / | 12 | 8
Cc1cnc(C(=O)OCC(=O)N2CCN(C(=O)c3ccco3)CC2)cn1 | -7 | 4 | 7 | 3 | -4 | 5 | -3 | 11 | 6
CCc1cc2c(=O)n(C(C)C(=O)OC3CCCCC3)cnc2s1 (stereo not drawn) | -2 | 3 | 0 | 12 | -2 | 0 | 13 | 13 | 11
Cc1c(NC(=O)CN2CCCc3ccccc32)c(=O)n(-c2ccccc2)n1C | -5 | -5 | 12 | 1 | 3 | 0 | -7 | 4 | -4
Cc1cccc(N(C)S(=O)(=O)c2ccc3[nH]c(=O)c(=O)[nH]c3c2)c1 | -4 | 6 | 1 | 3 | -7 | 4 | -8 | 8 | 3
c1ccc2c(c1)NC1(CCCCCC1)n1c-2nc2ccccc21 | -5 | 13 | -5 | 10 | -12 | 1 | 2 | 10 | 2
COc1ccc(C2NCCn3cccc32)cc1 (stereo not drawn) | -4 | -7 | -4 | / | 8 | 1 | / | 6 | 7
Cc1ccc(-c2nc(CCN3C(=O)c4ccccc4C3=O)cs2)cc1 | -2 | 48* | -13 | 19 | -44 | 0 | 8 | 10 | 5
OCCN(Cc1ccccc1)Cc1ccc(Cl)cc1Cl | -3 | 0 | -1 | 15 | 0 | 3 | 3 | 16 | 14
CC(C)CNS(=O)(=O)c1ccc(S(=O)(=O)NC2CCOC(C)(C)C2)cc1 (stereo not drawn) | -3 | 2 | -30 | / | -1 | 0 | / | 3 | -9
CCc1nc2ccccc2n1CCC(C)C | -1 | 7 | -8 | 3 | -4 | -1 | 7 | -2 | -4
Cc1ccccc1C(=O)Nc1nnc(-c2ccc(F)cc2)o1 | -7 | -6 | 2 | 2 | 2 | 1 | -1 | 8 | 2
CCn1c(=O)n(-c2ccc(Cl)cc2)c(=O)c2c3c(sc21)COC(C)(C)C3 | -6 | -8 | 12 | 0 | 9 | 5 | -4 | 12 | 9
Cc1cc2cc(C)c3nnc(SCC(=O)NCc4ccc5c(c4)OCO5)n3c2cc1C | -11 | -5 | 0 | 17 | 7 | -2 | 2 | 1 | 4
O=C(CN1CCCCCC1)Nc1cccc(Br)c1 | -9 | 1 | 6 | 27 | 3 | 1 | -3 | 8 | -3
CCC(C)c1c(O)nc(SCC(=O)N2CCOCC2)[nH]c1=O (stereo not drawn) | -3 | 2 | -11 | -6 | -3 | -10 | 15 | 4 | -3
CCOC(=O)c1ccc(N/C=C2\CCCCC2=O)cc1 | -2 | -5 | -4 | -9 | 6 | 0 | 10 | 5 | 0
Cc1ccc2nc3c(cc2c1)c(NC(=O)c1cccnc1)nn3C | 4 | -6 | -34 | 1 | 4 | -2 | -10 | 9 | -11
Oc1ccc(N2CCN(C(c3ccncc3)c3nnnn3C3CCCC3)CC2)cc1 (stereo not drawn) | -7 | -1 | 5 | 6 | 4 | 4 | 2 | 3 | 3
COc1ccc2nc(C)cc(SCC(=O)Nc3c(C)cc(C)cc3C)c2c1 | -10 | -5 | -1 | -3 | 7 | 7 | 6 | -1 | -4
CCOc1ccc(S(=O)(=O)Nc2nc3ccc(OC)cc3s2)cc1 | -1 | -2 | -7 | 2 | 1 | -1 | 1 | -2 | 4
CCSc1nc2c(c(=O)[nH]c(=O)n2C)n1Cc1ccc(Cl)cc1 | -5 | 8 | -13 | 22 | -7 | 5 | 8 | 6 | -6
CN1CCN(CC(=O)Nc2ccc(OCc3ccccc3)cc2)CC1 | -6 | -16 | -13 | 8 | 15 | 2 | -3 | 5 | 6
Cc1cc(-c2cccs2)nc(-n2cccc2)n1 | -12 | 3 | -2 | 12 | -1 | 2 | 12 | 7 | 2
O=C(N/N=C/c1ccc(Br)o1)/C(=C/c1ccc([N+](=O)[O-])cc1)NC(=O)c1ccccc1 | -6 | 7 | -3 | 11 | -1 | 6 | 5 | 3 | 0
O=C(Nc1cccc(NC(=O)c2ccc(-c3cccc(Br)c3)o2)c1)c1ccco1 | -13 | -3 | 11 | 21 | 3 | 4 | 9 | -1 | 2
COc1cccc(-c2ccc(C#N)c(OC(=O)c3ccc(Cl)cc3)n2)c1 | -3 | -2 | -24 | 0 | -1 | -1 | -9 | 6 | -2
CCN(C(=O)c1c(C)cc(=O)oc1C)c1ccc2c(c1)OCO2 | -6 | 12 | 2 | 1 | -15 | 0 | 19 | 10 | -2
Cc1ccc2cc(CN(CC(C)C)C(=O)C3CCCO3)c(=O)[nH]c2c1 (stereo not drawn) | -1 | 8 | -4 | 21 | -10 | 1 | -16 | 2 | -7
Cc1c(C(c2ccc([N+](=O)[O-])cc2)c2c(C)n(C)n(-c3ccccc3)c2=O)c(=O)n(-c2ccccc2)n1C | -2 | 4 | -16 | 7 | -1 | 4 | -2 | -1 | 1
COc1cc(OC)c(NC(=O)Cn2cccc2)cc1Cl | -6 | -1 | 5 | 7 | -2 | 6 | 1 | 9 | 7
Cc1ccccc1OCC(O)Cn1c(NCc2ccco2)nc2c1c(=O)[nH]c(=O)n2C (stereo not drawn) | -5 | 4 | -7 | 5 | -8 | -1 | -6 | -7 | 0
Next records:
SMILES | S1P2 ag | LYP act | S1P2 antag | PostGolgi ctrl | PTPN22 inh 2 | FAK inh | PostGolgi yeast | HIV Rev-RRE inh | EphB4 ephrin blk
CCC(=O)Nc1cc(C(=O)NCC2CCCN2CC)c(OC)cc1N(C)C (stereo not drawn) | -10 | 0 | -4 | 26 | 3 | 0 | 3 | 2 | -3
O=C(CSCc1c(Cl)cccc1Cl)Nc1nccs1 | -10 | -2 | 1 | 5 | 6 | -7 | 8 | 2 | -1
O=C(CCN1C(=O)C2C3C=CC(C3)C2C1=O)Nc1ccc2ncccc2c1 (stereo not drawn) | -4 | -4 | 13 | -1 | 6 | 5 | -6 | 3 | 7
Cc1cc(NC(=O)c2cc(-c3cccs3)nc3ccccc23)no1 | -5 | 0 | -13 | -5 | -3 | -3 | 16 | 2 | 3
Cn1nnnc1SCSc1nnnn1C | -7 | 0 | 4 | 6 | 3 | 1 | 2 | 2 | -5
Cc1cc(C)nc(N(C#N)CC(=O)N(c2ccccc2)C(C)C)n1 | -2 | -5 | 9 | 16 | 3 | -1 | -3 | 0 | -4

Rewritten with two lines to a compound: part of the list above
Values run as follows: S1P2 ag, LYP act, S1P2 antag, PostGolgi ctrl, PTPN22 inh 2, FAK inh, PostGolgi yeast, HIV Rev-RRE inh, EphB4 ephrin blk
- CCC(=O)Nc1cc(C(=O)NCC2CCCN2CC)c(OC)cc1N(C)C (stereo not drawn)
→ -10, 0, -4, 26, 3, 0, 3, 2, -3
- O=C(CSCc1c(Cl)cccc1Cl)Nc1nccs1
→ -10, -2, 1, 5, 6, -7, 8, 2, -1
- O=C(CCN1C(=O)C2C3C=CC(C3)C2C1=O)Nc1ccc2ncccc2c1 (stereo not drawn)
→ -4, -4, 13, -1, 6, 5, -6, 3, 7
- Cc1cc(NC(=O)c2cc(-c3cccs3)nc3ccccc23)no1
→ -5, 0, -13, -5, -3, -3, 16, 2, 3
- Cn1nnnc1SCSc1nnnn1C
→ -7, 0, 4, 6, 3, 1, 2, 2, -5
- Cc1cc(C)nc(N(C#N)CC(=O)N(c2ccccc2)C(C)C)n1
→ -2, -5, 9, 16, 3, -1, -3, 0, -4
